From PubChem
XIAP displacement = small molecules displacing peptide from XIAP – biochemical, IAP family, fluorescence polarization (AID 1018) | 0.007% of 200,000 active | displacement, % at 20 µM; hits with a dose series show IC50 in µM | XIAP BIR domain, fluorescence polarization peptide displacement; higher % means a stronger effect; in the data active means displacement above about 50%; further: a part of the inactive calls stands beside numbers as strong as those of hits
Myeloid diff MLP = promotes myeloid progenitor differentiation | ER-HoxA9 myeloid progenitors, lysozyme-GFP differentiation, flow cytometry | calls only at 10 µM | AID 624256 | 1% of 360,000 active;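 active means normalized GFP-positive differentiation at or above the plate's own cutoff, the solvent-only control mean plus 3 SD; inconclusive means no clear call, values can overlap the other calls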;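 further: cells exposed to compound for four days before flow analysis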
SIAH1 antagonists = blockers of Siah-1 interaction with plectin peptide – biochemical, fluorescence polarization, rhodamine-plectin, uHTS, primary screen (AID 1817); Siah-1 / rhodamine-plectin peptide fluorescence polarization; higher % means a stronger effect; displacement, % at 20 µM, or IC50 in µM where a hit was titrated; 0.02% of 290,000 active;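 active means displacement of at least 50% at 20 µM, with a fluorescence ratio check between 0.3 and a set limit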;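 further: plate controls were Siah plus tracer with DMSO for no effect and tracer alone without Siah for full effect; strong numbers were not always called active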
RSV antiviral HEp-2 = RSV antiviral activity via CPE protection, HEp-2 cells, primary 10 µM value included (AID 2391); HEp-2 cells, RSV-induced CPE inhibition; higher % means a stronger effect; CPE inhibition, % at 10 µM, or IC50 in µM where a hit was titrated; 0.13% of 310,000 active; in the data active means a potency from the dose series; inconclusive means CPE inhibition mostly from about 23% at the one dose, without a potency; inactive means the rest, 99 in 100 with CPE inhibition below about 21%; further: strong numbers were not always called active
human PMI inhibition = MPI enzyme activity inhibition – biochemical, fluorescence intensity, coupled assay, primary screen (AID 1209). purified PMI enzyme, coupled fluorescence intensity; higher % means a stronger effect. inhibition, % at 20 µM; hits with a dose series show IC50 in µM. 0.42% of 190,000 active;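 further: plate controls were DMSO vehicle for no effect and wells lacking substrate for full effect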
PMI inhibition = human PMI inhibitors, high substrate, primary screen, biochemical, fluorescence intensity, high mannose 6-phosphate (AID 1220); one-dose inhibition, % at 20 µM; IC50 in µM for titrated hits; recombinant PMI enzyme, coupled fluorescence intensity; higher % means a stronger effect; 0.66% of 190,000 active
TNAP activators = stimulation of alkaline phosphatase TNAP activity – biochemical, luminescent, no phosphate acceptor, uHTS, primary screen (AID 1001); purified TNAP, luminescent activation assay, no phosphate acceptor; higher activation fold means a stronger effect; one-dose activation fold at 20 µM; EC50 in µM for titrated hits; 0.03% of 200,000 active; in the data active means activation fold from about 3, or a potency from the dose series; inactive means the rest, 99 in 100 with activation fold below about 1.6; further: many of its hits are not listed in these tables
Salmonella PhoP GFP = PhoP-dependent GFP reporter repression – Salmonella Typhimurium, primary screen (AID 1863); S. Typhimurium PhoP-regulated promoter GFP reporter, 4 h; higher % means a stronger effect; inhibition, % at 50 µM, or IC50 in µM where a hit was titrated; 0.16% of 300,000 active;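 active means inhibition over 29.93%, a cutoff 3 SD above the screen mean, later confirmed by dose response; inconclusive means inhibition over 29.93% but no dose response follow-up; inactive means inhibition at most 29.93% or unconfirmed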;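 further: 0% = low Mg2+ inducing control and 100% = high Mg2+ repressing control; strong numbers were not always called active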
WT yeast gro inh = growth inhibition of WT yeast, mitochondrial fusion screen; mitochondrial fusion phenotypic screen, WT strain; 2.1% of 190,000 active; AID 1362; inhibition, % at 10 µM; in the data active means inhibition above about 58%; tested in S. cerevisiae
WT yeast gro inh mutant strain = recorded beside WT yeast gro inh, whose call it bears; inhibition, %; mitochondrial fusion phenotypic screen, mutant strain inhibition
Myeloid diff MLP GFP+ MAC1+ % = recorded beside Myeloid diff MLP, whose call it bears; GFP+ MAC1+ double positive, %; measured here: differentiation confirmed by MAC1 staining
* marks the source's active call; other numbers are inactive results; i = inactive; u = inconclusive; x = no result given; + = active, no number; & = joins results of further samples. Unless noted, no stated cut-off is given here; in the data, active means inhibition above about 50%; inactive means the rest. Random draw from the library, and some 3.1% of all compounds hit somewhere here.

The first five entries, to show the layout:
SMILES | XIAP displacement | Myeloid diff MLP | Myeloid diff MLP GFP+ MAC1+ % | SIAH1 antagonists | RSV antiviral HEp-2 | human PMI inhibition | PMI inhibition | TNAP activators | Salmonella PhoP GFP | WT yeast gro inh | WT yeast gro inh mutant strain
O=C(CN1CCN(C(=O)C2COc3ccccc3O2)CC1)Nc1ccccc1 (stereo not given) | x | i | 0.7 | 0% | 0.7% | x | x | x | 1% | x | x
Cc1nn(CC(=O)NCCCN2CCC(N3CCCCC3)CC2)c(=O)c2cc(-c3ccccc3)nn12 | x | i | 1.1 | 0% | -3.6% | x | x | x | -4% | x | x
CC(=O)c1cccc(NC(=S)NC(=O)Cc2ccccc2)c1 | -3.8% | i | 0.3 | -3% | 0.2% | 8% | -1% | 1.1 | -15% | 13 | 24
CCOc1cccc(C(=O)N/N=C/c2coc3ccccc3c2=O)c1 | x | i | 0.9 | 3% | 7.8% | x | x | x | 7% | x | x
O=C1C(c2c(O)[nH]c3ccccc23)=Nc2ccccc21 | 3.1% | i | 1.3 | 4% | -0.9% | 4% | 3% | 0.8 | 1%&-8% | 36 | 39

Main list, repeating the preview:
SMILES | XIAP displacement | Myeloid diff MLP | Myeloid diff MLP GFP+ MAC1+ % | SIAH1 antagonists | RSV antiviral HEp-2 | human PMI inhibition | PMI inhibition | TNAP activators | Salmonella PhoP GFP | WT yeast gro inh | WT yeast gro inh mutant strain
O=C(CN1CCN(C(=O)C2COc3ccccc3O2)CC1)Nc1ccccc1 (stereo not given) | x | i | 0.7 | 0% | 0.7% | x | x | x | 1% | x | x
Cc1nn(CC(=O)NCCCN2CCC(N3CCCCC3)CC2)c(=O)c2cc(-c3ccccc3)nn12 | x | i | 1.1 | 0% | -3.6% | x | x | x | -4% | x | x
CC(=O)c1cccc(NC(=S)NC(=O)Cc2ccccc2)c1 | -3.8% | i | 0.3 | -3% | 0.2% | 8% | -1% | 1.1 | -15% | 13 | 24
CCOc1cccc(C(=O)N/N=C/c2coc3ccccc3c2=O)c1 | x | i | 0.9 | 3% | 7.8% | x | x | x | 7% | x | x
O=C1C(c2c(O)[nH]c3ccccc23)=Nc2ccccc21 | 3.1% | i | 1.3 | 4% | -0.9% | 4% | 3% | 0.8 | 1%&-8% | 36 | 39
COc1ccc(C(=O)Cn2c(=N)n(C)c3ccccc32)cc1 | x | i | 0.7 | 4% | 1.2% | x | x | x | 2% | x | x
CC(C)(C)C1CCC(=NNc2ncc(C(F)(F)F)cc2Cl)CC1 (stereo not given) | -2.0% | i | 4.2 | -13% | x | 9% | 0% | 1.1 | 5% | 20 | 19
Cc1snc(S(=O)(=O)Cc2ccccc2Cl)c1C#N | -7.6% | i | 1.3 | -3% | -2.3% | -9% | -4% | 1 | 15% | -7 | -8
COc1cccc(OC)c1C(=O)NC(=S)N1CCOCC1 | 1.0% | i | 0.1 | 1% | -0.4% | 6% | 21% | 1.1 | 4% | -6 | -7
Cc1cc(NC(=O)C2CCN(S(=O)(=O)c3c(C)noc3C)CC2)ccc1Br | x | u | x | 5% | -0.6% | x | x | x | -5% | x | x
COc1ccc(/C=N\Nc2ccc([N+](=O)[O-])cc2[N+](=O)[O-])c(C(=O)O)c1OC | x | u | x | -2% | 0.6% | x | x | x | -8% | x | x
COc1ccc(NC(=O)c2c(C)cc(=O)oc2C)c(OC)c1 | 0.4% | i | 0.6 | 0% | 0.7% | 13% | 17% | 1 | -4% | 20 | 22
COc1cc(C(C(=O)NC2CCCC2)N(C(=O)c2snc(C(N)=O)c2N)C2CCCC2)cc(OC)c1OC (stereo not given) | x | i | 0.5 | 7% | 1.6% | x | x | x | 6% | x | x
c1ccc2c(c1)NC(CN1CCOCC1)CO2 (stereo not given) | -2.0% | i | 1.4 | 3% | 1.5% | 2% | 3% | 1.1 | -10% | -5 | -2
CC(C)CCN1CC(C(=O)NCc2ccc(F)cc2)CC1=O (stereo not given) | -2.5% | i | 1.0 | 3% | 0.0% | 12% | 9% | 1.1 | 2% | -5 | -5
C=CCc1cc(OC)ccc1OCCN1CC(C)OC(C)C1 (stereo not given) | x | i | 0.8 | 7% | 1.3% | x | x | x | 0% | x | x
COc1ccccc1N1CCN(Cc2ccc(O)c3ncccc23)CC1 | 0.2% | u | x | -9% | -3.7% | 56%* | 19µM* | 1.2 | 19% | 14 | 1
O=C(CCNS(=O)(=O)c1ccc(Cl)cc1)N1CCN(Cc2ccccc2)CC1 | -2.4% | i | 1.4 | -3% | 0.2% | 1% | -5% | 1.1 | -8% | -1 | -25
Cc1cccc(NS(=O)(=O)Cc2ccccc2)n1 | 1.3% | i | 1.0 | 0% | 0.9% | -4% | -3% | 1.1 | 4% | -3 | -11
O=C(Nc1nc(-c2ccccc2)cs1)c1ccc2c(c1)S(=O)(=O)c1ccccc1C2=O | -3.8% | i | 0.2 | 3% | 0.6% | 5% | -7% | 1.1 | 16% | 17 | -4
CCn1c(SCC(=O)Nc2ccc(C)cc2)nnc1-c1ccccn1 | x | i | 0.0 | -4% | 1.9% | x | x | x | -5% | x | x
COc1ccc2[nH]cc(C(=O)CN3CCCCC3C)c2c1 (stereo not given) | -6.9% | x | x | 0% | x | 14% | 11% | 1.1 | -9% | 4 | 7
O=C(c1ccco1)N1CCN(c2nnc(-c3ccccc3)c3ccccc23)CC1 | -7.4% | i | 0.7 | -1% | 3.0% | -6% | -8% | 0.8 | -7% | -7 | 12
Cc1c(C(=O)O)sc2nc(/C=C/c3ccccc3OC(F)F)[nH]c(=O)c12 | x | i | 0.5 | 8% | 0.6% | x | x | x | -5% | x | x
O=CN1CCN(C(=O)c2ccccc2F)CC1 | -7.1% | i | 0.6 | 0% | 0.8% | 6% | 13% | 1.1 | -6% | 21 | 24
COC(=O)c1cc(Br)c(=O)n(CCN2CCOCC2)c1 | -4.1% | i | 1.0 | 0% | 2.5% | 10% | 7% | 1.1 | -4% | 7 | 10
CCOC(=O)C1CCN(CC(=O)c2ccc(O)c(C)c2O)CC1 | x | i | 1.7 | -2% | 2.2% | x | x | x | -13% | x | x
CC(CCc1ccccc1)NC(=O)c1cccs1 (stereo not given) | -2.9% | i | 16 | 1% | 0.6% | 2% | 1% | 1.1 | -7% | 1 | 8
CC1CCN(S(=O)(=O)c2ccc3c(c2)CC(C)N3C(=O)C2CCC2)CC1 (stereo not given) | x | i | 2.7 | -2% | 5.1% | x | x | x | 7% | x | x
COc1ccc(NS(=O)(=O)c2c(C)[nH]c(=O)[nH]c2=O)cc1OC | x | i | 0.6 | 4% | 1.1% | x | x | x | -3% | x | x
COc1cccc(C(=O)/C=C/Nc2ccc(S(=O)(=O)Nc3onc(C)c3C)cc2)c1 | 1.1% | i | 0.6 | -3% | 3.0% | 3% | 2% | 1 | 17% | -14 | -4
CCOc1ccccc1NC(=O)c1ccc2c(c1)C(=O)N(C(C)(C)C)C2=O | x | i | 0.5 | -4% | 0.2% | x | x | x | -6% | x | x
Cc1cc(NC(=O)Nc2cccc(Cl)c2)n(C(C)(C)C)n1 | x | i | 3.0 | -2% | 4.7% | x | x | x | 4% | x | x
NC(=O)c1ccc(NC(=O)C#Cc2ccccc2)cc1 | x | i | 0.7 | -5% | -0.9% | x | x | x | 4% | x | x
COc1ccc(C(=O)C2CCCN(Cc3cccn3-c3ccccn3)C2)c(OC)c1 (stereo not given) | -0.8% | i | 0.3 | 0% | 15% | 9% | 7% | 1.1 | 5% | 13 | 0
CC(=O)/C(=C/N(C)C)Sc1ccc(C)cc1 | -7.0% | i | 2.5 | -1% | -0.5% | 6% | 2% | 1.1 | 0% | -8 | 13
Cc1cc(=S)n(-c2ccccc2)n1C | -4.3% | i | 0.7 | -4% | 0.8% | 9% | -4% | 1 | 24% | 3 | -2
O=C(Nc1ccc(-c2nnc3n2CCCCC3)cc1)c1ccco1 | -6.5% | i | 0.3 | -5% | 3.4% | -12% | -10% | 1.1 | 4% | 1 | -16
COC(=O)CCCC(=O)NC1CC(C)(C)Cc2c1cnn2-c1ccc(C)cc1 (stereo not given) | x | i | 0.4 | 6% | 2.2% | x | x | x | 13% | x | x
O=S(=O)(NN=C1CCCCC1)c1ccccc1 | -3.3% | i | 0.2 | 4% | -1.8% | x | x | 1 | 1% | 8 | -4
O=C(COC(=O)c1ccccc1NC(=O)c1ccco1)Nc1ncc(Cl)cc1Cl | -3.3% | i | 0.9 | -2% | 1.1% | -3% | -20% | 1.1 | 5% | 3 | -9
COc1ccccc1NC(=O)c1cc(OC)c(OC)cc1[N+](=O)[O-] | -5.7% | i | 0.4 | -2% | 2.0% | 4% | 25% | 1.1 | -12% | -3 | -2
COc1ccc(/C(O)=C2\C(=O)C(=O)N(c3cc(C)on3)C2c2ccccc2OC)cc1 (stereo not given) | -4.8% | i | 0.9 | -2% | 2.0% | 1% | -9% | 1.1 | -3% | -1 | 10
Cc1nc(SCc2ccc(Cl)c(Cl)c2)n[nH]1 | x | i | 0.1 | 2% | 4.2% | x | x | x | -4% | x | x
CS(=O)(=O)NN1C(=O)c2ccccc2NC1c1c[nH]c2ccccc12 (stereo not given) | -4.6% | + | 0.3* | 1% | 2.7% | -5% | -5% | 1.1 | -11% | -3 | 3
CC(=O)N1CCC(=NNC(=O)c2cccs2)CC1 | -4.1% | i | 1.4 | 6% | 1.8% | -5% | -5% | 1 | -42% | -22 | -10
COc1ccc(/C=N/NC(=O)CNC(=O)c2ccc(S(=O)(=O)N3CCOCC3)cc2)c(OC)c1 | -5.3% | i | 1.1 | 6% | -0.3% | 18% | 11% | 1.1 | -3% | 3 | 1
Cc1cc(C)nc(SCc2nnc(SCC(=O)Nc3nccs3)n2C)n1 | 0.6% | i | 1.0 | 29% | x | 1% | 0% | 1.1 | -1% | -4 | -5
O=c1c(C(c2ccc(Br)cc2)c2c(O)nc3n(c2=O)CCCS3)c(O)nc2n1CCCS2 | x | i | 0.7 | -2% | 2.6% | x | x | x | -3% | x | x
COC(=O)c1c(SCc2cccc3ccccc23)nc(=O)[nH]c1C | x | i | 0.4 | 8% | 46% | x | x | x | 2% | x | x
C=CCN1CCN(C(c2cccc(OC)c2OC)c2nnnn2CCC(C)C)CC1 (stereo not given) | -0.5% | i | 0.2 | 3% | 1.7% | -28% | -26% | 1 | -1% | 4 | 5
COc1ccccc1NC(=O)c1csc2c1CCCC2 | -3.2% | i | 0.8 | -1% | 11% | 6% | 13% | 1.1 | -5% | -6 | -1
Cc1ccccc1COC(=O)c1nn(-c2ccccc2)nc1N | -1.1% | i | 0.2 | -1% | 3.6% | 11% | 11% | 1 | 11% | 62* | 7.6*
O=C1CCCc2nn(-c3ccccc3)c(-c3ccncc3)c21 | -2.1% | i | 0.8 | -1% | 3.9% | -2% | -4% | 1.1 | -4% | 7 | 13
CCOc1ccc(S(=O)(=O)N2CCN(C(=O)c3cccn3C)CC2)cc1 | -3.5% | i | 0.0 | 0% | 6.4% | 1% | 0% | 1.1 | -13% | -6 | 3
